Assay outcomes: PubChem, several laboratories
hDAT+cocaine – changed hDAT dopamine uptake under cocaine IC80, either direction, primary screen, cocaine antagonist project, cell-based, LLC-PK1 hDAT, [14C]-dopamine uptake, MLSMR; 110,000 tested, 1.3% active; LLC-PK1 hDAT cells, [14C]-dopamine uptake with cocaine IC80; actives deviate in either direction; B-score at 10 µM;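 active = Z score or B-score, a plate-position-corrected score, falls beyond the plate's 99.7% confidence bounds, in either direction; inactive = both scores lie inside the 99.7% bounds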;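 also: scored against the spread of the other compound wells on the same plate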
F-actin modifier – modifiers of F-actin cytoskeleton organization, primary screen, imaging, HUVEC, phalloidin staining, high-content imaging. HUVEC TNFa F-actin phalloidin imaging. inhibition, % at 2 µM. 91,000 tested, 0.18% active;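 active = inhibition above the batch mean plus 3 SD and confirmed as a hit by visual image inspection, cut at about 30% in these data, passing the limit was not always enough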; also: strong numbers were not always called active
Calb biofilm kill – clotrimazole potentiators killing Candida biofilms, primary screen, with clotrimazole, Alamar Blue. C. albicans biofilm + clotrimazole. AID 834, 2007. 85,000 tested, 0.14% active. inhibition, % at 6 µM;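 active = inhibition above 20%; inactive = inhibition below 20%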;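 also: preformed 24 hr biofilms exposed to compound for 48 hr; 0% = biofilm without compound and 100% = blank killed by clotrimazole plus chlorhexidine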
VCAM1 TNFa inh – inhibitors of TNFa-induced VCAM1 expression, primary screen, imaging, HUVEC, TNFa stimulus, immunofluorescence. 95,000 tested, 0.48% active. inhibition, % at 2 µM. HUVEC TNFa-induced VCAM-1 immunofluorescence, high-content imaging. AID 802, 2007;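 active = inhibition above the batch mean plus 3 SD, with images confirmed as a hit by eye, cut at about 37% in these data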;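 also: 0% = TNF-stimulated DMSO wells and 100% = unstimulated control wells; not every result past the cut was called active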
TNFa cytotox – cytotoxicity in TNFa-stimulated HUVEC, primary screen, cytotoxicity control for VCAM1 expression modulator project, imaging, Hoechst nuclei count | HUVEC TNFalpha-stimulated, Hoechst cell count | cell count reduction, % at 2 µM | 93,000 tested, 0.17% active | AID 848, 2007;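 active = cell count reduction exceeding the screen mean by over 5 SD, scaled to untreated wells per plate, cut at about 78% in these data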;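 also: cells counted after 24 h of TNF alpha exposure following the 1 h pretreatment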
PTPN22 inh 2 – PTPN22 phosphatase inhibitors, primary screen, biochemical, DiFMUP fluorescence, 2 µM. inhibition, % at 2 µM. 96,000 tested, 0.21% active. recombinant LYP catalytic domain;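 active = inhibition at 2 µM at or above a set limit, the screen mean plus 3 SD, cut at about 24% in these data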;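 also: 0% = DMSO with enzyme and 100% = enzyme fully blocked by orthovanadate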
Target sequence (Q9Y2R2 whole entry, looked up, the tested form may be a part): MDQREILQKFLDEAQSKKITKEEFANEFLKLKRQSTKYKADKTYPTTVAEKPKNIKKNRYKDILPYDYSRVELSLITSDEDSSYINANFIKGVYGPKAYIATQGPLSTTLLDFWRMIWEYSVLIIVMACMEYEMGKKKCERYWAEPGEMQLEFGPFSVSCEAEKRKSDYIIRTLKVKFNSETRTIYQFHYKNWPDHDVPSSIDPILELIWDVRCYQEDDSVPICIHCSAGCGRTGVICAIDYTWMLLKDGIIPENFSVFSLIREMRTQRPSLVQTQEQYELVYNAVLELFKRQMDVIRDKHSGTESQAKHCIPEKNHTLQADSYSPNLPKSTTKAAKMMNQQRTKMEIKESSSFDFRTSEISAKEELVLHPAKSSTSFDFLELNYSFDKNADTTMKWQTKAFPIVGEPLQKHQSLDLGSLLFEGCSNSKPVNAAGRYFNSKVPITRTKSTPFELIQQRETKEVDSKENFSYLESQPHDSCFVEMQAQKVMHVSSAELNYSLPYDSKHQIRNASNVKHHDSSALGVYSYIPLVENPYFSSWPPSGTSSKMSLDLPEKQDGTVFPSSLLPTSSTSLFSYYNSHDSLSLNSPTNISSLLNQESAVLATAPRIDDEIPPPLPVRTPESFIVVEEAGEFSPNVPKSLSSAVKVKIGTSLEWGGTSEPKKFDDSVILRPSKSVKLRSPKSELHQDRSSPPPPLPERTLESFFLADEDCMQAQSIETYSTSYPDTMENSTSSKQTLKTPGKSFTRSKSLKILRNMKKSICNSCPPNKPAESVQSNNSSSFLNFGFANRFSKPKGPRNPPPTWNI
Smad3 FoxH1 inh – Smad3/FoxH1 peptide binding inhibitors, primary screen, biochemical, TR-FRET. Mothers against decapentaplegic homolog 3 (Homo sapiens), P84022. inhibition, % at 25 µM. 88,000 tested, 0.29% active. TR-FRET Smad3/Dy647-FoxH1 peptide binding, europium anti-His. AID 630, 2007;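 active = compounds that reduce the energy-transfer binding signal between the protein and its labelled peptide by more than half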;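 also: 0% = Smad3 plus labelled peptide maximal FRET and 100% = peptide-only background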
HUVEC tox IL1B – cytotoxicity in IL-1B stimulated HUVEC, primary screen, cytotoxicity control for IL-1B NFkB translocation project, imaging, Hoechst nuclear count, IL-1B stimulus | cell count reduction, % at 2 µM | AID 845, 2007 | HUVEC cell count loss | 94,000 tested, 0.41% active;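 active = cell count reduction more than 3 SD above the screen-wide mean, cut at about 70% in these data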;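 also: normalized per plate to untreated control cells as the no-loss baseline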
MT1-MMP txn act – MT1-MMP promoter reporter activation – cell-based, luciferase luminescence, primary screen. activation factor at 10 µM. HT1080 MT1-MMP promoter luciferase reporter, overnight; active compounds read high. 86,000 tested, 0.16% active;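 active = activation factor of at least 2 for MT1-MMP transcription at 10 µM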
Numbers without * were called inactive; . = not tested or not shown; [ ] = remark or other dose.

SMILES	hDAT+cocaine	F-actin modifier	Calb biofilm kill	VCAM1 TNFa inh	TNFa cytotox	PTPN22 inh 2	Smad3 FoxH1 inh	HUVEC tox IL1B	MT1-MMP txn act
CCOC(=O)C1=C(Cc2ccc(OC)cc2)C(=O)c2ccccc2C1=O	.	13	2	22	-20	4	-1[fluorescence artefact?]	11	1.1
COc1ccc(F)cc1S(=O)(=O)NC1CCCCCC1	1	2	5	40	66	23	-2	-14	1.1
CCN1CCc2c(sc(NC(=S)NC(=O)c3ccccc3)c2C#N)C1	0.95	.	.	4	-5	13	.	93*	.
Cc1ccc(NC(=O)N/C=C/c2ccc(Cl)cc2)cc1	.	24	.	-2	-2	2	.	2	.
Brc1ccc(OCc2ccccc2)c(CNCc2ccncc2)c1	1.6	11	.	-3	.	0	.	-13	.
CCCn1c(N)nc2ccccc21	-0.039	7	-1	-20	13	7	3	8	1
Cc1ccc(N2CCN(C(=O)c3ccccc3F)CC2)c(C)c1	0.41	15	.	7	-28	0	.	3	1
O=C(NCCCn1ccnc1)c1ccncc1	-0.62	-12	4	10	-24	2	-2	14	1.2
COc1ccccc1OCC(=O)Nc1oc(-c2ccccc2)c(-c2ccccc2)c1C#N	-0.015	4	4	29	1	2	7	-32	1.1
CCCCn1c(SCC(=O)Nc2cc(C)[nH]n2)nc2ccsc2c1=O	-0.31	3	0	20	9	-5	-6	2	1.2
CC(=NC1CC1)C1=C(O)c2ccccc2C1=O	1.2	8	-1	-4	-9	3	-3	-6	1.6
CCc1cc2c(CN3CCN(C)CC3)cc(=O)oc2cc1O	-9.5*	-26	6	15	2	4	1	4	1.2
CCc1cc2c(=O)c(-c3nc4ccccc4n3C)c(C)oc2c(CN(CC)CC)c1O	0.058	-10	2	18	3	-13	-7	-48	1.1
CC1(C)N=C(c2ccccc2)C(=O)N1	0.12	1	8	3	-14	0	5	.	1.1
Cc1oc(C(=O)O)cc1COc1cccc2cccnc12	-1.3	-11	3	-13	8	14	4	7	1.1
CCn1c(NC(=O)c2cccc(Cn3cc(Cl)cn3)c2)nc2ccccc21	-0.054	-9	0	4	-7	-6	8	18	0.9
Cc1cc(N)n(-c2ncnc3scc(-c4ccc(Cl)cc4)c23)n1	0.27	1	10	-1	-14	-11	8	-35	1
Cc1ccc(C)c(NC(=O)CCn2nc(C)cc2C)c1	0.064	.	1	.	.	.	2	.	1.1
CCOC(=O)C1=NNC2C(=O)N(CC)C(=O)C12 (stereo unspecified)	0.052	-3	-1	-17	6	12	0	-24	.
Cc1cc(C(=O)CSc2nn(-c3ccccc3)c(=S)s2)c(C)n1Cc1ccco1	-0.19	-1	5	17	-18	9	19	26	1.4
Cc1ncc(N=Nc2ccc(F)cc2)c(-c2ccc(Cl)cc2)n1	-0.76	16	.	-8	-4	10	.	-32	.
Cc1nn2c(CN(C(=O)c3ccco3)c3ccccc3)nnc2c2ccccc12	.	-16	5	-11	-39	-12	2	-3	1.1
O=C(O)c1ccc(C(=O)Nc2cccc(NC(=O)C3CCCO3)c2)cc1 (stereo unspecified)	-0.89	4	2	-8	-22	-15	6	23	1
O=C(Nc1nnc(C23CC4CC(CC(C4)C2)C3)s1)c1ccco1	-0.89	.	2	.	.	6	8[fluorescence artefact?]	-29	2*
CCn1cc(/C=N/NS(=O)(=O)c2ccc(OC)cc2)c(C)n1	0.36	4	.	1	-14	0	.	0	.
Cc1ccc(N(CC(=O)N/N=C/c2cc(C)n(-c3ccccc3)c2C)S(C)(=O)=O)c(C)c1	1.1	4	.	-1	-20	4	.	1	.
Cc1ccc(S(=O)(=O)NCCNC(=O)c2ccccc2)cc1	0.33	.	5	.	.	.	0	.	1.1
COc1ccc(N(Cc2ccco2)C(=O)c2ccccc2F)cc1OC	0.32	5	7	-4	-20	0	8	-11	1.1
CCC(C)Sc1nc2ccccc2n1CC(=O)O (stereo unspecified)	0.091	-7	0	2	-11	-1	6	-16	1
O=C(NCCCCCNC(=O)c1ccco1)c1ccco1	-0.45	26	5	-2	-11	-8	12	11	1.1
Cc1sc(NC(=O)CSc2nc(N)n(CC(=O)c3ccccc3)n2)c(C#N)c1C	0.5	-23	.	2	-6	6	2	16	1.1
CCOc1ccccc1NC(=O)c1cnc2n(c1=O)CCS2	0.48	-11	3	-22	-7	-7	-2	4	1.3
COc1ccc(Oc2nc(SC)nc3ccccc23)cc1	-0.57	-17	.	-1	4	4	.	-10	.
O=C(NCCc1cccc(Cl)c1)c1cccnc1	-0.55	-5	2	2	-16	-28	-2	-5	1.4
CNC(=O)N(O)C1N(C)C(=O)N(Cc2ccccc2)C1(C)C (stereo unspecified)	0.67	.	4	-11	-11	4	8	-55	1.1
COc1ccc(OCC(=O)N2CCN(C(=O)Cc3ccccc3)CC2)cc1	0.32	2	-1	-8	-3	6	-5[fluorescence artefact?]	28	1.2
CCc1nc2oc(C(=O)c3ccccc3)c(N)c2c2c1COC(C)(C)C2	0.29	-14	2	13	2	2	5	-8	1.1
COc1ccccc1N1CCN(C2=CC(=O)CCC2)CC1	-0.24	.	5	.	.	.	-5	.	1.1
CCOC(=O)CN1N=C(/C=C/c2ccc(OC)cc2)CCC1=O	-0.18	-6	.	7	2	-11	.	-36	.
Cc1cc(C)cc(OCc2nnc(SCC(=O)c3ccccc3)o2)c1	0.023	9	.	8	-5	1	.	-25	1

The list goes on (two carried over from the part before).
SMILES	hDAT+cocaine	F-actin modifier	Calb biofilm kill	VCAM1 TNFa inh	TNFa cytotox	PTPN22 inh 2	Smad3 FoxH1 inh	HUVEC tox IL1B	MT1-MMP txn act
CCOC(=O)CN1N=C(/C=C/c2ccc(OC)cc2)CCC1=O	-0.18	-6	.	7	2	-11	.	-36	.
Cc1cc(C)cc(OCc2nnc(SCC(=O)c3ccccc3)o2)c1	0.023	9	.	8	-5	1	.	-25	1
CN(C)CCNC(=O)C(C(=O)c1ccccc1)n1ccccc1=O (stereo unspecified)	0.44	12	6	-22	-43	11	-1	-46	1.2
O=C(Nc1cccnc1)c1cc(-c2cccs2)on1	-1.8	-4	1	15	-27	-6	1	-3	1.4
Cc1sc(NC(=O)c2ccccc2)c(C(=O)NC(C)C)c1C	-0.11	18	-3	-1	-18	8	13[fluorescence artefact?]	-9	1
O=C(Cn1cc2c(n1)CCCCC2)N1CCc2ccccc21	1.7	24	.	11	-36	-3	.	33	1.3
CCOC(=O)c1cnc2c(C#N)c(C)nn2c1C	0.55	2	3	9	-23	6	8	7	1.2
COc1ccc(C(=O)c2c[nH]c(C(=O)NCc3ccco3)c2)cc1	.	12	.	2	-7	-3	.	-29	.
c1ccc(Cn2c(NCc3ccco3)nc3ccccc32)cc1	-0.36	26	5	13	-10	-6	-8	.	1
O=C1Cn2c(nc3ccccc32)N1c1ccccc1F	-0.12	15	5	-1	-21	9	11	11	1.1
COc1ccc(N2C(=O)CC(N3CCN(C4CCc5ccccc5C4)CC3)C2=O)cc1 (stereo unspecified)	-1.3	6	5	11	.	-2	2	-34	1.1
COc1cccc(NC(=O)CSc2nnc(-c3cc(C)n(-c4ccccc4)c3C)o2)c1	0.067	3	3	16	-27	6	14	-5	1
O=C(Cn1ncnn1)OCc1ccccc1Cl	-0.56	-7	2	-8	-26	6	0	-4	1.2
C=CC(=O)N1c2ccccc2Sc2ccc(NC(=O)OCC)cc21	0.072	-10	6	6	.	-10	-16	0	1.1
CC(=O)c1c(C(C)=O)c(C)n(-c2ccc(O)cc2)c1C	-0.26	-10	-1	3	-15	-16	3	-16	1.1
Cc1nnc(SCC(=O)Nc2sc3c(c2C(N)=O)CCCC3)[nH]c1=O	-0.65	-12	2	-7	8	8	-9	27	1
COC(=O)CNC(=O)CNC(=O)c1nn(-c2ccc(OC)c(Cl)c2)c(=O)c2ccccc12	.	15	.	15	-11	-6	.	-22	.
CCn1c(N2CCN(S(=O)(=O)c3ccccc3C(F)(F)F)CC2)nc2ccccc21	0.76	-14	11	13	-9	-2	-1	-4	1.2
CCC(C)(CC(=O)N(C)CCC#N)c1ccccc1 (stereo unspecified)	-0.66	2	-5	10	-15	-17	-3	84*	1.1
Cc1cc(C(=O)N/N=C/c2cccnc2)c(C)o1	-0.088	10	.	18	-3	-4	.	-38	.
CCOc1ccc(NC(=O)CN(Cc2ccccc2)S(C)(=O)=O)cc1	0.74	12	8	6	-26	2	1	-15	1.2
Cc1ccc(NCN2C(=O)C3CC=C(Cl)CC3C2=O)cc1 (stereo unspecified)	-0.025	10	5	2	3	-10	7	0	1.1

Molecules shown so far that have a COOH group, in the order listed:
SMILES	hDAT+cocaine	F-actin modifier	Calb biofilm kill	VCAM1 TNFa inh	TNFa cytotox	PTPN22 inh 2	Smad3 FoxH1 inh	HUVEC tox IL1B	MT1-MMP txn act
Cc1oc(C(=O)O)cc1COc1cccc2cccnc12	-1.3	-11	3	-13	8	14	4	7	1.1
O=C(O)c1ccc(C(=O)Nc2cccc(NC(=O)C3CCCO3)c2)cc1 (stereo unspecified)	-0.89	4	2	-8	-22	-15	6	23	1
CCC(C)Sc1nc2ccccc2n1CC(=O)O (stereo unspecified)	0.091	-7	0	2	-11	-1	6	-16	1

The listing continues:
SMILES	hDAT+cocaine	F-actin modifier	Calb biofilm kill	VCAM1 TNFa inh	TNFa cytotox	PTPN22 inh 2	Smad3 FoxH1 inh	HUVEC tox IL1B	MT1-MMP txn act
CCCn1c(N)c(C(=O)CSc2nnnn2-c2ccc(O)cc2)c(=O)n(C)c1=O	-1.3	-7	83*	-9	16	-3	3	19	1
O=C(NCC1CCCO1)c1cccs1 (stereo unspecified)	-0.27	18	10	19	-22	-1	5	23	1.2
CCc1c(C)nc(N)n2c(SCC(=O)Nc3ccccc3OC)nnc12	1.2	21	.	5	-12	4	6	24	1
Cc1ccc(C)c(NC(=O)Cn2nc(C)c3ccccc3c2=O)c1	0.14	.	10	.	.	.	4[fluorescence artefact?]	.	1
CCN(CC)C(=O)C1CC(=O)N(c2ccc(F)c(Cl)c2)C1 (stereo unspecified)	0.079	7	9	-8	-3	-10	-16	-71	1
NC(=O)c1cnn2c(C(F)(F)F)cc(-c3ccccc3)nc12	-0.76	0	-6	-2	-1	-8	2	18	1.1
O=C(Cn1c(NCCO)nc2ccccc21)NCCc1ccccc1	-0.85	-28	8	-11	5	2	5	26	1.1
O=C(NCC1CCCO1)C1C2C=CC3(CN(Cc4cccs4)C(=O)C13)O2 (stereo unspecified)	-2.4	-34	6	1	1	11	-6	23	1.2
O=C(COc1ccccc1-c1ccccc1)Nc1ccc(S(=O)(=O)NCc2ccco2)cc1	1.7	6	.	1	-26	-1	.	-16	.
CNc1nc(Sc2cccc(C(F)(F)F)c2)cc(C(F)(F)F)n1	1.4	5	.	-4	-10	0	.	3	.
C=CCNC(=O)CSc1nnc(-c2ccncc2)n1CCc1ccccc1	-0.22	-20	3	1	-19	-4	-4	18	1.1
CS(=O)(=O)N1CCN(c2nc(-c3ccc(F)cc3)cs2)CC1	-0.014	1	7	-8	-26	-5	-1	18	1.1
O=C(c1ccco1)N1CCN(c2ccc(Cl)c(Cl)c2)CC1	0.67	19	.	-18	-4	11	.	-18	1.7
CC1=C(C(=O)OC2CCCCC2)C(c2ccc(C)o2)C2=C(CCCC2=O)N1 (stereo unspecified)	1.6	-29	-3	-7	-9	4	-6[fluorescence artefact?]	22	1.2
Cc1nn(-c2ccc(Cl)cc2Cl)c(=O)c2ccccc12	-0.095	16	3	-13	-25	-8	0	10	.

This is a subset; count on the stated rates, not on these rows.
